Screens: PubChem, Sanford-Burnham Center for Chemical Genomics
TAG inh – inhibitors of triacylglycerol accumulation; H9c2 cells, Nile Red lipid (TAG) fluorescence; cells loaded with 200 µM oleic acid; inhibition, % at 12.5 µM; 230,000 tested, 0.66% active;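 active = pattern-corrected inhibition of lipid staining of at least 50% with the nuclear-stain viability signal not falling by more than 50%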;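 also: 0% = DMSO wells and 100% = triacsin C control wells; some results filed as inactive read as strong as hits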
TAG inh DAPI viability – also measured in TAG inh; calls as there; DAPI nuclei signal change (viability), lower = more cytotoxic, %;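 whole-well DAPI fluorescence read on a plate reader as a viability signal; minus 50 percent equals half of cells still viable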
Active calls of the source: *. This is a subset (hit frequency here may not be typical).

SMILES	TAG inh	TAG inh DAPI viability
Cc1ccc(S(=O)(=O)N2CCC(C(=O)OCC(=O)N3C(C)CCCC3C)CC2)cc1C (stereo not given)	-7	2
CN(C)C(=O)c1ccc(NC(=O)c2ccc(-c3ccc(Cl)cc3)o2)cc1	-9	9
C=CCn1c(-c2ccc3[nH]c(C)c(C)c3c2)n[nH]c1=S	1	3
COc1cccc(Nc2nc(-c3ccc4c(c3)OCCO4)cs2)c1	5	1
COc1cc(O)cc(/C=C/c2ccccc2)c1	8	-7
CC(=O)c1c(C)[nH]c(C(=O)OCC(=O)N(CC(C)C)C2CCS(=O)(=O)C2)c1C (stereo not given)	3	6
O=C(c1cc2ncccn2n1)N1CCc2c([nH]c3ccccc23)C1c1ccccc1F (stereo not given)	-5	-1
COc1ccc(F)cc1S(=O)(=O)N1CCC2(CC1)OCCN2S(=O)(=O)c1cccs1	-4	-3
COc1ccc(CCNC(=O)CSc2nccc(=O)[nH]2)cc1OC	10	6
CC1SCC(=NOCc2c(Cl)cccc2Cl)CS1 (stereo not given)	-10	10
CCCCN1C(=O)C(=O)c2cc(Cl)ccc21	-1	-33
CCCNC(=O)Nc1ccccc1C(=O)Nc1ccc(OC)cc1	31	-10
CCCCn1c(N)c(N(CC(C)C)C(=O)c2ccc(F)c(S(=O)(=O)N3CCOCC3)c2)c(=O)[nH]c1=O	16	-3
CCN1CCN(CC(=O)Nc2sc3c(c2C#N)CCC(C)C3)CC1 (stereo not given)	7	4
Nc1ccc(Oc2ccc(F)cc2)nc1	-14	7
Cc1nc2cc(S(=O)(=O)N3CCC(C(=O)O)CC3)ccc2n1C1CCCC1	2	-4
Cc1ccc(C(=O)COC(=O)CNC(=O)C(c2ccccc2)c2ccccc2)cc1[N+](=O)[O-]	5	-4
NS(=O)(=O)c1ccc(NC(=O)/C=C/c2cn(-c3ccccc3)nc2-c2cccc(Cl)c2)cc1	34	50
CSCC(O)Cn1ncc2ccccc2c1=O (stereo not given)	3	0
Cc1cccn2cc(CCNC(=O)c3ccco3)nc12	-2	-9
CC(C)(C)c1ccc(Oc2ccc(NC(=O)CCCC(=O)O)cn2)cc1	-4	4
O=C(CSc1nnc(-c2ccncc2)o1)Nc1cccc(F)c1	4	-2
Cc1cccc(N=Cc2c(O)cc(C)oc2=O)c1	14	-6
COc1ccc(NC(=O)N(C)C[C@H]2Oc3ccc(NC(=O)Nc4ccc5c(c4)OCO5)cc3C(=O)N([C@H](C)CO)C[C@@H]2C)cc1	-4	-4
CC(C)Oc1ccc2nnnn2n1	-4	-8

Next part
SMILES	TAG inh	TAG inh DAPI viability
O=C1CCCc2c1nc(-c1ccco1)n2O	11	-13
Cc1cc(C)c(C(=O)O)c(Cl)n1	4	-4
Cc1ccc(NC(=O)CNc2cccc(S(=O)(=O)N3CCCCC3)c2)cc1F	-2	-3
COC(=O)c1ccc(NC(=O)C(C)N2C(=O)c3ccccc3C2=O)cc1 (stereo not given)	-3	-6
COc1cccc(OCc2cc(/C=N/n3cncn3)ccc2OC)c1	6	-3
COc1cccc(NCc2nnc(SCC(=O)NC3CCS(=O)(=O)C3)n2C2CCCCC2)c1 (stereo not given)	4	9
O=C(NCC1CCCO1)C1CCCN(S(=O)(=O)c2ccc(F)cc2)C1 (stereo not given)	3	5
N#Cc1ccc(CSc2nnc(NC(=O)C3CCCO3)s2)cc1 (stereo not given)	-13	8
CCc1ccc2c(c1)cc(C)c1nnc(SCC(=O)Nc3cc(OC)c(OC)cc3C(=O)O)n12	4	-4
O=C(C[n+]1cccc(/C=N/O)c1)N(Cc1ccccc1)Cc1ccccc1	4	-6
CCOc1ccc2nc(-c3ccccc3)nc(SCC(=O)Nc3ncc(C)s3)c2c1	83*	0.7*
CC(=O)Nc1ccc(S(=O)(=O)N(C)CC(=O)NC2CCCCCCC2)cc1	1	-3
O=C1c2ccccc2C(=O)N1CCC#C/C=C1\c2ccccc2C(=O)N1c1ccccc1	10	-10
CCN1C(=O)/C(=C\c2cn(CCC#N)nc2-c2ccc(F)cc2)SC1=S	-1	-7
CC(C)S(=O)(=O)c1cnc(-c2ccccn2)nc1N	-11	4
CCSc1nnc(Cc2cc(=O)[nH]c(=O)[nH]2)n1-c1cc(C)ccc1C	-8	18
Cc1ccc(S(=O)(=O)Nc2ccc(N3CCN(C)CC3)nc2)cc1	-1	6
C=CCOc1ccc(/C=C/C(=O)OCC(=O)NCCCc2ccccc2)cc1	20	-7
O=C(CN1C(=O)NC2(CCCCCC2)C1=O)NCCc1ccc(F)cc1	-3	129
C=CCSc1nc(N)cc(=O)[nH]1	-1	-5
COc1cc(/C(C)=N/NC(=O)CSc2nnc(C)s2)ccc1O	-8	4
CCN1CCN(C(=O)c2ccc(N3CC4CC(C3)c3cccc(=O)n3C4)c([N+](=O)[O-])c2)CC1 (stereo not given)	5	-8
CCC(O)(C(=O)Nc1ccccc1C(F)(F)F)c1ccccc1OC (stereo not given)	2	-7
N#Cc1cc([N+](=O)[O-])c(-n2nnc3ccccc32)c([N+](=O)[O-])c1	-16	-4
COc1ccc(C(=O)Nc2c(N)nc(SCC(=O)Nc3ccc(C(C)=O)cc3)[nH]c2=O)cc1	15	1

One compound at a time, as listed above:
Listed for COc1cccc(NCc2nnc(SCC(=O)NC3CCS(=O)(=O)C3)n2C2CCCCC2)c1 (stereo not given) → TAG inh = 4; TAG inh DAPI viability = 9
Listed for O=C1c2ccccc2C(=O)N1CCC#C/C=C1\c2ccccc2C(=O)N1c1ccccc1 → TAG inh = 10; TAG inh DAPI viability = -10

(continued)
SMILES	TAG inh	TAG inh DAPI viability
COc1cc(=O)n(C)c2cc(N(C)C)ccc12	17	13
CC1CCCC(C)N1C(=C(Cl)Cl)C(=C1SCCS1)[N+](=O)[O-] (stereo not given)	9	-7
Cc1cc(O)c(NC(=O)c2ccco2)cc1C	-2	-2
Cc1ccc(S(=O)(=O)N2CCOCC2)cc1NC(=O)COC(=O)c1ccccc1OCc1c(C)noc1C	2	6
COc1ccc(-c2nnnn2-c2ccc(F)cc2F)cc1	1	-10
Cc1cc(C(=O)N/N=C/c2ccccc2[N+](=O)[O-])c(C)o1	-14	2
O=C(Nc1ccccc1)c1ccc(CN2CCc3ccccc3C2)cc1	-3	1
OC(c1ccc(Cl)c(F)c1)c1ncc(-c2cccc3ccccc23)[nH]1 (stereo not given)	-28	0
COc1cc(C2N(c3ccccn3)C(=O)C3CCCN32)cc(OC)c1OC (stereo not given)	-1	3
COc1ccc(CNC(=O)C2CCCN2C)cc1OC (stereo not given)	-2	-3
COCC(=O)O[C@]1(CCN(C)CCCc2nc3ccccc3[nH]2)CCc2cc(F)ccc2[C@@H]1C(C)C	82	-51
CCOC(=O)CSc1nnc(NC(=O)c2cccc([N+](=O)[O-])c2C)s1	5	1
COc1ccc([N+](=O)[O-])cc1C1NN=C(c2ccccc2O)S1 (stereo not given)	14	-1
O=C(Cc1c(O)c2ccccc2[nH]c1=O)NC1CCCCCCC1	0	4
CCCNC(=S)N1CCC(C(=O)c2ccc(F)cc2)CC1	1	-6
O=C1c2cccnc2C(Nc2ccccc2)N1Cc1ccco1 (stereo not given)	-13	-2
COc1ccc2oc(=O)c(-c3csc(Nc4cccc(O)c4)n3)cc2c1	20	59
CC(=O)c1cn(CC(=O)Nc2ccccc2C)c2ccccc12	-17	2
NCCCCNCCCN	-14	10
COc1ccc(O)c(CN2CCCC(N3CCN(c4ccccc4OC)CC3)C2)c1 (stereo not given)	7	8
Cc1sc2nc(C3CC3)nc(NCCNS(C)(=O)=O)c2c1C	-9	10
Cc1ccc(C(=O)CCC(=O)OCC(=O)Nc2nnc(-c3ccccc3)o2)cc1	-9	9
CC1(C)CC(CC(=O)O)C(=O)O1 (stereo not given)	-4	11
CCc1ccccc1Nc1nc2ccccc2n1C	-7	35
Cc1cccc(-c2cnc(C(O)c3ccc(Cl)cc3C)[nH]2)c1 (stereo not given)	-12	-2

The listing continues:
SMILES	TAG inh	TAG inh DAPI viability
CC(C)CC1C(=O)N(Cc2cn(Cc3ccco3)nn2)CCS(=O)(=O)N1Cc1ccc(-c2ccc(F)cc2)cc1 (stereo not given)	17	-9
CC(=O)Nc1cccc(C(=O)Nc2cccc(S(=O)(=O)NCc3ccco3)c2)c1	-8	1
COc1cccc(CNC(=S)Nc2cc(C)cc(C)c2)c1	9	-8
O=C(Nc1ccc(OC(F)F)c(Cl)c1)c1ccccn1	7	-8
O=C(CCNC(=O)c1ccc(Cl)cc1)NN1C(=O)NC2(CCCCC2)C1=O	-5	-5
CCCS(=O)(=O)N1CCCC(C(=O)NCCN(CC)CC)C1 (stereo not given)	-1	3
O=C(Nc1cccc(Cl)c1)c1ccncc1	0	6
COc1ccc(C)cc1NCc1cc(=O)oc2cc(-c3ccccc3)c(O)cc12	8	0
CCN1CCCC1CNC(=O)C(=O)NC (stereo not given)	10	-2
Cc1ccccc1OCC(=O)OCC(=O)NC12CC3CC(CC(C3)C1)C2	49	-47
COc1ccc(NC(=S)NCCC(c2ccccc2)c2ccccc2)c(OC)c1	19	3
O=C(NCC1CCCO1)c1cccc(Oc2c(Cl)cccc2[N+](=O)[O-])c1 (stereo not given)	-26	35
Cc1ccoc1C(=O)NCc1occc1C(=O)O	-8	4
CC(C)c1ccc(NC(=O)c2cccc(Br)c2)cc1	0	8
c1ccc(N2CCCCC2)c(NC2=NCCC2)c1	6	4
O=C1Nc2ccc(Cl)cc2C(=O)C1(F)c1ccccc1 (stereo not given)	18	-16
Cn1c(C(=O)N2CCCC(C(=O)N3CCN(C(=O)c4ccco4)CC3)C2)cc2sccc21 (stereo not given)	-1	-5
N#CCSc1n[nH]c2nc3c(c(=O)n12)C1(CCCCC1)Cc1ccccc1-3	11	2
O=C1C2C3C=CC([C@@H]2C(=O)N1C1CCCCC1)[C@H]1C(=O)N(C2CCCCC2)C(=O)C31 (stereo not given in full)	13	-10
O=C1CCN(S(=O)(=O)c2ccccc2)CCN1CCOCc1ccc(C(F)(F)F)cc1	1	0
Clc1ccc(CNc2nnnn2-c2ccccc2)c(Cl)c1	-6	-1
CC1CCCC(C)N1C(=O)COC(=O)COc1ccc(C#N)cc1 (stereo not given)	2	4
Cc1ccc(NC(=O)C2(N(C(=O)Cn3nnnc3N)c3ccc(C)cc3)CCCCC2)cc1	4	-1
CC(C)c1ccc(/C=N/NC(=O)C(=O)NCCCN2CCOCC2)cc1	-2	3
CC(=O)NC12CC3CC(C1)CC(C(=O)NCC(=O)Nc1c(C)cc(C)cc1C)(C3)C2	8	9

15 entries from above, as comma-separated lines.
structure,TAG inh,TAG inh DAPI viability
COc1ccc(NC(=S)NCCC(c2ccccc2)c2ccccc2)c(OC)c1,19,3
O=C(NCC1CCCO1)c1cccc(Oc2c(Cl)cccc2[N+](=O)[O-])c1 (stereo not given),-26,35
Cc1ccoc1C(=O)NCc1occc1C(=O)O,-8,4
CC(C)c1ccc(NC(=O)c2cccc(Br)c2)cc1,0,8
c1ccc(N2CCCCC2)c(NC2=NCCC2)c1,6,4
O=C1Nc2ccc(Cl)cc2C(=O)C1(F)c1ccccc1 (stereo not given),18,-16
Cn1c(C(=O)N2CCCC(C(=O)N3CCN(C(=O)c4ccco4)CC3)C2)cc2sccc21 (stereo not given),-1,-5
N#CCSc1n[nH]c2nc3c(c(=O)n12)C1(CCCCC1)Cc1ccccc1-3,11,2
O=C1C2C3C=CC([C@@H]2C(=O)N1C1CCCCC1)[C@H]1C(=O)N(C2CCCCC2)C(=O)C31 (stereo not given in full),13,-10
O=C1CCN(S(=O)(=O)c2ccccc2)CCN1CCOCc1ccc(C(F)(F)F)cc1,1,0
Clc1ccc(CNc2nnnn2-c2ccccc2)c(Cl)c1,-6,-1
CC1CCCC(C)N1C(=O)COC(=O)COc1ccc(C#N)cc1 (stereo not given),2,4
Cc1ccc(NC(=O)C2(N(C(=O)Cn3nnnc3N)c3ccc(C)cc3)CCCCC2)cc1,4,-1
CC(C)c1ccc(/C=N/NC(=O)C(=O)NCCCN2CCOCC2)cc1,-2,3
CC(=O)NC12CC3CC(C1)CC(C(=O)NCC(=O)Nc1c(C)cc(C)cc1C)(C3)C2,8,9

Continuation.
SMILES	TAG inh	TAG inh DAPI viability
C[C@H](NCCc1ccc(O)cc1)[C@H](O)c1ccc(O)cc1	-5	-5
CC(=O)N1N=C(c2ccc(C)o2)CC1c1cccc(F)c1 (stereo not given)	-11	-1
NC(=O)NC(=O)CSc1ccccc1	0	-3
COc1ccc(NC(=O)c2csc(Cc3ccccc3)n2)cc1	-90	2
COc1ccc(-c2nn(-c3ccccc3)cc2CN(C)CCn2ccnc2C)c(F)c1	-18	10
COC(=O)Cc1[nH]n(-c2ccccc2)c(=O)c1C(C)=Nc1ccccc1	1	-4
O=C(CCN1C(=O)c2ccccc2S1(=O)=O)Nc1cccc(F)c1	-7	8
COC(=O)C1=C(C)N(CCCC(=O)O)C(=O)NC1c1ccc(Cl)cc1 (stereo not given)	5	3
COc1ccccc1OCCNC(=O)c1cccc(S(=O)(=O)N2CC(C)OC(C)C2)c1 (stereo not given)	-2	77
Cc1ccc(S(=O)(=O)N2CCN(CC(=O)NC3CCCc4ccccc43)CC2)cc1C (stereo not given)	0	-6
Cc1ccc(/C=C/C(=O)NN2CCN(C)CC2)cc1	8	5
COc1ccc(NC(=O)CN2C(=O)NC(C)(C3CC3)C2=O)cc1S(=O)(=O)N1CCOCC1 (stereo not given)	-12	1
O=C(CCn1c(=O)oc2ccccc21)NCCCN1CCN(c2ccc(F)cc2)CC1	20	-7
COc1ccc(CN2C(=O)C(Cc3ccccc3)Nc3ncnc(N4CCN(c5ccccc5)CC4)c32)cc1 (stereo not given)	-4	-2
C[C@H](NC(=O)OC(C)(C)C)C(=O)N/N=C/c1cccc2nccnc12	-1	-4
CC1Cc2cc(/C=C3/SC(=S)NC3=O)ccc2O1 (stereo not given)	-3	2
COc1ccc(OCC2CNC(=O)O2)cc1 (stereo not given)	-4	9
COc1ccccc1N1CCN(C(=O)c2onc(C)c2Cl)CC1	3	-2
CCOC(=O)CNC(=O)c1nn(-c2ccc(OCC)cc2)c(=O)c2ccccc12	10	3
COC(=O)C(NC(=O)c1c(C)nn(C)c1Cl)c1ccccc1 (stereo not given)	-16	5
COC(=O)c1ccccc1NC(=O)CN1CCC(n2nnc3cc(F)ccc32)CC1	16	3
